Rac1 act GTP bind – human Rac1 activated mutant GTP binding change; percent activity (GTP binding), % at 10 µM; AID 764; actives 0.11% (n = 190,000); GST-Rac1 activated beads, fluorescent GTP binding, flow cytometry; actives lie on both sides; 100% means binding = to untreated wells;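 active = GTP binding at least 20 percentage points away from the 100% baseline, in either direction, so actives lie on both sides; inconclusive = Compound likely fluorescent itself, or too few beads counted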
ABCG2 inh – blocks JC-1 efflux by human ABCG2 transporter; Q9UNQ0; IgMXP3 cells, flow cytometry; inhibition, % at 6.6 µM; actives 0.1% (n = 190,000); AID 1325;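 active = inhibition above 80%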;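 also: 0% = DMSO and 100% = nicardipine control wells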
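Incubation: cells with compound and JC-1, 10 min at 25 °C, rotating, no wash / Test system: IgMXP3 (ABCG2) plus far-red-tagged CCRF-Adr (ABCB1) cells / Compound dosing: one concentration, 6.6 µM final / Also added: JC-1 fluorescent substrate / Evaluation: efflux inhibition in percent versus controls / Detection: flow cytometry, 530 nm JC-1 signal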
Avidin fluor – compound fluoresces at 488/530 nm on avidin beads; AID 1775; actives 0.38% (n = 220,000); fluorescence (KMESF) at 10 µM; compound fluorescence 488/530 nm, flow cytometry; stronger effect = higher value; in the data active = fluorescence above about 47; also: inactives centre near 10
Pf gametocyte – kills late stage P. falciparum gametocytes; inhibition, % at 10.9 µM; actives 0.065% (n = 150,000); P. falciparum stage V gametocytes, ATP luminescence, 24 h;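 active = inhibition above the mean plus 3 SD of compounds within the control limits, set per campaign, cut at about 38% in these data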;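 also: 0% = DMSO wells and 100% = medium only without gametocytes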
Rab2A wt mod – changes GTP binding to wildtype dog Rab2A, up or down. P61105. GST-Rab2 wt beads, Bodipy-GTP binding, flow cytometry. GTP binding activity, % at 10 µM. actives 0.19% (n = 190,000). AID 760;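 active = GTP binding activity at least 20 points away from 100%, either lowered or raised; inconclusive = signal likely due to the compound's own green fluorescence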;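 also: 0% = beads with excess unlabeled GTP and 100% = no-compound control corrected for plate trend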
GSH fluor – GSH bead compound fluorescence profile; GSH beads flow cytometry, compound fluorescence 488/530 nm; stronger effect = higher value; fluorescence (KMESF) at 10 µM; actives 0.25% (n = 190,000); AID 1776; in the data active = fluorescence above about 89;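 also: glutathione beads carrying GST-tagged Bcl family fusion proteins plus one bare bead set; values are compound well signal with DMSO vehicle wells as background; inactives centre near 16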
Cdc42 wt – human Cdc42 wildtype GTP binding change, either direction | P60953 | GST-Cdc42 beads, Bodipy-GTP binding, flow cytometry; actives lie on both sides | percent activity (GTP binding), % at 10 µM | actives 0.2% (n = 190,000) | AID 761;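 active = percent activity GTP binding at least 20 points away from the 100% baseline, either down as inhibitor or up as activator; inconclusive = compound flagged as likely green fluorescent from well-wide comparison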;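 also: median bead fluorescence of bound Bodipy-FL-GTP at 100 nM; 0% = excess unlabeled GTP control and 100% = no compound control; below 100% means less GTP binding so inhibitor and above means activator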
HRas wt GTP bind – changes GTP binding to wildtype human HRas. GTP binding activity, % at 10 µM. actives 0.14% (n = 190,000). P01112. GST-Ras wt beads, Bodipy-FL-GTP binding, flow cytometry; actives lie on both sides;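 active = GTP binding activity at least 20% away from the 100% baseline, either lowered as inhibitor or raised as activator; inconclusive = flagged as likely green fluorescent, judged across all proteins in the well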;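 also: 0% = unlabeled GTP competition control and 100% = no-compound control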
ABCB1 inh – human ABCB1 inhibition, ABCG2 as counter-screen | CCRF-Adr cells, JC-1 efflux, flow cytometry | inhibition, % at 6.6 µM | actives 0.067% (n = 190,000) | AID 1326; in the data active = inhibition above about 40%;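 also: 0% = vehicle and 100% = reference inhibitor; higher value means more JC-1 retained so stronger ABCB1 efflux block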
Target sequence (P08183 whole entry, looked up): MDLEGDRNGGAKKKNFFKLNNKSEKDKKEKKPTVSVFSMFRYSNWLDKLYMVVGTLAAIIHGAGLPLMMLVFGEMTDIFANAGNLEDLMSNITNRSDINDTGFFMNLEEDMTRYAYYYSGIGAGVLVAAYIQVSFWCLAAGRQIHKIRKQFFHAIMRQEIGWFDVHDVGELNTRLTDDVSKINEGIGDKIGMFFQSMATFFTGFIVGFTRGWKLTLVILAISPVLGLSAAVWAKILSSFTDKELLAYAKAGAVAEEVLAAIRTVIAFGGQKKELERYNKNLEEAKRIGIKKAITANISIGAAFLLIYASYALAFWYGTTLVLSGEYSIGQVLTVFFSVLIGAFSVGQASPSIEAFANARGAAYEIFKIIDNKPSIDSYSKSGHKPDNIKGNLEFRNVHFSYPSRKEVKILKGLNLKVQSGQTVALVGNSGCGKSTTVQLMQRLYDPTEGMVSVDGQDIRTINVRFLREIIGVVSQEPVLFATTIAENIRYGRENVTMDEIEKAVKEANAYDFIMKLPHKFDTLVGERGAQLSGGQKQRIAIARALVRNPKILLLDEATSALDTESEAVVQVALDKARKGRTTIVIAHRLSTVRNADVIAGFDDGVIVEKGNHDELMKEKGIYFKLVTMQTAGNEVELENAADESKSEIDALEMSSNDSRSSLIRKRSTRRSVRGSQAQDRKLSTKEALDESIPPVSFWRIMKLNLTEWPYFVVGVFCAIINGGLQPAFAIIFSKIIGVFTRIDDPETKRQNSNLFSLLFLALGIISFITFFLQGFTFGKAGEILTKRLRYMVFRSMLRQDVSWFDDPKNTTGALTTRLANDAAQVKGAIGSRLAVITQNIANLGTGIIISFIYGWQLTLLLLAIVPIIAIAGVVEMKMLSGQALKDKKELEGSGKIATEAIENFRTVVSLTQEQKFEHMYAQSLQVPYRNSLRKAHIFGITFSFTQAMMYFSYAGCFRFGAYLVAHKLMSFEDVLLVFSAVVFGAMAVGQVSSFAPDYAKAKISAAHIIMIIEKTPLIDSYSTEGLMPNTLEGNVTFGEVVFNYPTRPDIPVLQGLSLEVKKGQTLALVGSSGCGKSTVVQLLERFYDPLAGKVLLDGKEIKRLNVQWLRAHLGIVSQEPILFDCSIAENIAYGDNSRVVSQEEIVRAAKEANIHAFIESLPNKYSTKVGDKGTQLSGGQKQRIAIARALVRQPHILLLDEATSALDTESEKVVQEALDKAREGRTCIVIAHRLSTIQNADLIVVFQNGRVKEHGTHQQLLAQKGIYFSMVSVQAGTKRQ
Rac1 wt modul – modulators of human Rac1 wildtype GTP binding | P63000 | GST-Rac1 beads, fluorescent GTP binding, flow cytometry; actives lie on both sides; 0 = cold GTP competed, 100 = untreated | GTP binding activity (% of control), % at 10 µM | actives 0.27% (n = 190,000) | AID 757;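 active = GTP binding activity at least 20 points away from the 100% control level, either lower or higher; inconclusive = compound flagged as likely green fluorescent, judged across all proteins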
Rab7 wt modul – modulators of GTP binding to dog Rab7 wildtype GTPase. GST-Rab7 beads, fluorescent GTP binding, flow cytometry; actives lie on both sides; untreated = 100%, excess cold GTP = 0%. GTP binding activity (percent of control), % at 10 µM. actives 0.055% (n = 190,000);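 active = fluorescent GTP binding to Rab7 beads changed by at least 20 points from the 100% baseline, either direction, mostly lower; inconclusive = compound itself probably fluorescent, or too few beads counted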;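 also: median green fluorescence of bound Bodipy-FL-GTP per Rab7 bead population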
Starred values were filed as active, the others as inactive.

For O=C(O)CSC1c2ccccc2C(=O)N1c1ccccc1 (stereo not drawn) the results were Rac1 act GTP bind 101, ABCG2 inh -1, Avidin fluor 3, Rab2A wt mod 104, GSH fluor 54, Cdc42 wt 106, HRas wt GTP bind 103, ABCB1 inh -0.1, Rac1 wt modul 106 and Rab7 wt modul 101.
For O=C(CCC(=O)OC(C(=O)c1ccccc1)c1ccccc1)Nc1ccccc1 (stereo not drawn) the results were Rac1 act GTP bind 99, ABCG2 inh 0, Avidin fluor 8, Pf gametocyte -20, Rab2A wt mod 103, GSH fluor 18, Cdc42 wt 105, HRas wt GTP bind 103, ABCB1 inh 0.1, Rac1 wt modul 103 and Rab7 wt modul 99.
`O=c1c2ccccc2nnn1CSc1nc2ccccc2[nH]1` gave Rac1 act GTP bind 98, ABCG2 inh 0, Avidin fluor 9, Rab2A wt mod 96, GSH fluor 12, Cdc42 wt 100, HRas wt GTP bind 94, ABCB1 inh 0.1, Rac1 wt modul 98 and Rab7 wt modul 95.
For COc1cccc(NS(=O)(=O)c2ccc(Br)s2)c1 the results were Rac1 act GTP bind 99, ABCG2 inh 2, Avidin fluor 33, Pf gametocyte -11, Rab2A wt mod 103, GSH fluor 29, Cdc42 wt 102, HRas wt GTP bind 102, ABCB1 inh 0.4, Rac1 wt modul 102 and Rab7 wt modul 102.
COc1ccccc1-c1nnc(SCC(=O)Nc2nc(-c3ccccc3)cs2)n1C was read as Rac1 act GTP bind inconclusive, ABCG2 inh 3, Avidin fluor 27, Pf gametocyte -8, Rab2A wt mod inconclusive, GSH fluor 23, Cdc42 wt inconclusive, HRas wt GTP bind inconclusive, ABCB1 inh 0.4, Rac1 wt modul inconclusive and Rab7 wt modul inconclusive.
For Cc1ccccc1N1C(=O)C(Oc2ccc(Cl)cc2)C1CNC(C)(C)C (stereo not drawn) the results were Rac1 act GTP bind 102, ABCG2 inh 5, Avidin fluor 15, Pf gametocyte -11, Rab2A wt mod 100, GSH fluor 7, Cdc42 wt 104, HRas wt GTP bind 101, ABCB1 inh 5.3, Rac1 wt modul 107 and Rab7 wt modul 104.
For Cc1cccc(CNC(=O)CCc2nnc(C3CCCCC3)o2)c1 the results were Rac1 act GTP bind 90, ABCG2 inh 3, Avidin fluor 8, Pf gametocyte -9, Rab2A wt mod 94, GSH fluor 20, Cdc42 wt 95, HRas wt GTP bind 94, ABCB1 inh 0.0, Rac1 wt modul 93 and Rab7 wt modul 96.
C=CCNc1nc(NC(C)(C)CO)nc(OC)n1 was read as Rac1 act GTP bind 98, ABCG2 inh 22, Avidin fluor 6, Rab2A wt mod 101, GSH fluor 36, Cdc42 wt 99, HRas wt GTP bind 102, ABCB1 inh 1.7, Rac1 wt modul 100 and Rab7 wt modul 104.
CC(C)Cn1c(=O)c(C(=O)NCc2ccccn2)c(O)c2ccccc21 was read as Rac1 act GTP bind 98, ABCG2 inh 2, Avidin fluor 5, Pf gametocyte -8, Rab2A wt mod 99, GSH fluor 36, Cdc42 wt 99, HRas wt GTP bind 99, ABCB1 inh 0.6, Rac1 wt modul 98 and Rab7 wt modul 98.
For Cc1cc(Cl)ccc1Oc1ncnc2onc(C)c12 the results were Rac1 act GTP bind 92, ABCG2 inh 4, Avidin fluor 9, Pf gametocyte 19, Rab2A wt mod 93, GSH fluor 22, Cdc42 wt 96, HRas wt GTP bind 91, ABCB1 inh 0.5, Rac1 wt modul 97 and Rab7 wt modul 94.
`O=C(COC(=O)CCCc1nc2ccccc2s1)Nc1ncc(Cl)cc1Cl` gave Rac1 act GTP bind 96, ABCG2 inh 0, Avidin fluor 9, Pf gametocyte 8, Rab2A wt mod 96, GSH fluor 11, Cdc42 wt 97, HRas wt GTP bind 97, ABCB1 inh -0.1, Rac1 wt modul 100 and Rab7 wt modul 98.
For S=C(NCc1cccnc1)NCc1cccnc1 the results were Rac1 act GTP bind 96, ABCG2 inh 0, Avidin fluor 14, Pf gametocyte 1, Rab2A wt mod 95, GSH fluor 11, Cdc42 wt 97, HRas wt GTP bind 98, ABCB1 inh 0.1, Rac1 wt modul 97 and Rab7 wt modul 100.
Screening COc1cc2c(cc1OC)/C(=C/c1ccc(Br)cc1)C(=O)OC2 returned Rac1 act GTP bind 101, ABCG2 inh 14, Avidin fluor 1, Rab2A wt mod 99, GSH fluor 12, Cdc42 wt 100, HRas wt GTP bind 100, ABCB1 inh 0.9, Rac1 wt modul 105 and Rab7 wt modul 101.
Screening COC(=O)c1ccc2c(c1)N(Cc1nc(-c3cccc(C)c3)oc1C)C(=O)C1CCCN21 (stereo not drawn) returned Rac1 act GTP bind 96, ABCG2 inh -2, Avidin fluor 8, Rab2A wt mod 99, GSH fluor 20, Cdc42 wt 97, HRas wt GTP bind 98, ABCB1 inh -2.0, Rac1 wt modul 100 and Rab7 wt modul 99.
CCn1cc(C(=O)N2CCc3ccccc32)c(=O)c2cc(S(=O)(=O)N3CC(C)CC(C)C3)ccc21 (stereo not drawn) was read as Rac1 act GTP bind 96, ABCG2 inh 2, Avidin fluor 12, Pf gametocyte -9, Rab2A wt mod 96, GSH fluor 23, Cdc42 wt 98, HRas wt GTP bind 97, ABCB1 inh 2.9, Rac1 wt modul 105 and Rab7 wt modul 96.
For O=C(CN1CCN(S(=O)(=O)c2ccc3ccccc3c2)CC1)Nc1ccc(N2CCOCC2)cc1 the results were Rac1 act GTP bind 98, ABCG2 inh -4, Avidin fluor 9, Rab2A wt mod 98, GSH fluor 14, Cdc42 wt 101, HRas wt GTP bind 99, ABCB1 inh 0.1, Rac1 wt modul 102 and Rab7 wt modul 98.
`Cc1cc(C(=O)COc2ccc(F)cc2Br)c(C)n1C` gave Rac1 act GTP bind 99, ABCG2 inh 3, Avidin fluor 9, Pf gametocyte 6, Rab2A wt mod 96, GSH fluor 19, Cdc42 wt 98, HRas wt GTP bind 97, ABCB1 inh 0.2, Rac1 wt modul 101 and Rab7 wt modul 95.
`COc1ccc(C(=O)N2CC(=O)Nc3ccccc32)cc1S(=O)(=O)N1CCCC1` gave Rac1 act GTP bind 96, ABCG2 inh -2, Avidin fluor 12, Pf gametocyte -2, Rab2A wt mod 96, GSH fluor 67, Cdc42 wt 95, HRas wt GTP bind 95, ABCB1 inh -0.5, Rac1 wt modul 97 and Rab7 wt modul 103.
Cc1ccc(C(=O)c2nocc2C(=O)c2cccs2)cc1 was read as Rac1 act GTP bind 96, ABCG2 inh 4, Avidin fluor 14, Rab2A wt mod 101, GSH fluor 14, Cdc42 wt 101, HRas wt GTP bind 101, ABCB1 inh 0.7, Rac1 wt modul 98 and Rab7 wt modul 101.
[O-]/C(=C(\C(=S)NCc1ccccc1)[n+]1ccccc1)c1ccc(Cl)cc1 was read as Rac1 act GTP bind 93, ABCG2 inh -2, Avidin fluor 8, Pf gametocyte 9, Rab2A wt mod 96, GSH fluor 25, Cdc42 wt 95, HRas wt GTP bind 94, ABCB1 inh -1.0, Rac1 wt modul 95 and Rab7 wt modul 96.
Screening COc1ccccc1C(=O)O/N=C1/CCCc2c1ccc(OC)c2[N+](=O)[O-] returned Rac1 act GTP bind 100, ABCG2 inh 2, Avidin fluor 6, Pf gametocyte -3, Rab2A wt mod 103, GSH fluor 19, Cdc42 wt 103, HRas wt GTP bind 103, ABCB1 inh 1.1, Rac1 wt modul 100 and Rab7 wt modul 102.
For CCCC(=O)NCCc1cc2ccc(OC)cc2[nH]c1=O the results were Rac1 act GTP bind 99, ABCG2 inh 1, Avidin fluor 11, Rab2A wt mod 102, GSH fluor 26, Cdc42 wt 100, HRas wt GTP bind 101, ABCB1 inh 0.1, Rac1 wt modul 101 and Rab7 wt modul 99.
COC(=O)c1cc([N+](=O)[O-])ccc1N1CCN(Cc2ccccc2)CC1 was read as Rac1 act GTP bind 100, ABCG2 inh 16, Avidin fluor 13, Pf gametocyte 12, Rab2A wt mod 102, GSH fluor 4, Cdc42 wt 102, HRas wt GTP bind 104, ABCB1 inh 2.1, Rac1 wt modul 106 and Rab7 wt modul 100.
COCCCn1ccc(O)c(Cc2ccc(F)cc2)c1=O was read as Rac1 act GTP bind 98, ABCG2 inh 0, Avidin fluor 16, Rab2A wt mod 100, GSH fluor 19, Cdc42 wt 101, HRas wt GTP bind 102, ABCB1 inh 0.0, Rac1 wt modul 102 and Rab7 wt modul 98.
For O=C(NC(=S)N1CCCc2ccccc21)c1ccc(Br)cc1 the results were Rac1 act GTP bind 100, ABCG2 inh 6, Avidin fluor 10, Pf gametocyte -20, Rab2A wt mod 100, GSH fluor 9, Cdc42 wt 103, HRas wt GTP bind 102, ABCB1 inh 0.1, Rac1 wt modul 104 and Rab7 wt modul 100.

4 compounds picked at random from the list so far, as already listed:
COCCCn1ccc(O)c(Cc2ccc(F)cc2)c1=O was read as Rac1 act GTP bind 98, ABCG2 inh 0, Avidin fluor 16, Rab2A wt mod 100, GSH fluor 19, Cdc42 wt 101, HRas wt GTP bind 102, ABCB1 inh 0.0, Rac1 wt modul 102 and Rab7 wt modul 98.
Screening COc1ccccc1C(=O)O/N=C1/CCCc2c1ccc(OC)c2[N+](=O)[O-] returned Rac1 act GTP bind 100, ABCG2 inh 2, Avidin fluor 6, Pf gametocyte -3, Rab2A wt mod 103, GSH fluor 19, Cdc42 wt 103, HRas wt GTP bind 103, ABCB1 inh 1.1, Rac1 wt modul 100 and Rab7 wt modul 102.
`COc1ccc(C(=O)N2CC(=O)Nc3ccccc32)cc1S(=O)(=O)N1CCCC1` gave Rac1 act GTP bind 96, ABCG2 inh -2, Avidin fluor 12, Pf gametocyte -2, Rab2A wt mod 96, GSH fluor 67, Cdc42 wt 95, HRas wt GTP bind 95, ABCB1 inh -0.5, Rac1 wt modul 97 and Rab7 wt modul 103.
COC(=O)c1cc([N+](=O)[O-])ccc1N1CCN(Cc2ccccc2)CC1 was read as Rac1 act GTP bind 100, ABCG2 inh 16, Avidin fluor 13, Pf gametocyte 12, Rab2A wt mod 102, GSH fluor 4, Cdc42 wt 102, HRas wt GTP bind 104, ABCB1 inh 2.1, Rac1 wt modul 106 and Rab7 wt modul 100.

Source: PubChem BioAssay (several laboratories)

No enrichment for hits; about 1.1% have a hit in one of these screens.
